Source: PubChem
Wee1 stabilizer: Wee1 degradation inhibitors, primary screen, cell-based, HeLa, Wee1K328M-luciferase, luminescence. Wee1-like protein kinase (Homo sapiens), P30291. HeLa Luc-Wee1K328M stability; 100% = proteasome inhibitor MG132 effect. reporter increase, % at 5 µM. 220,000 compounds, 1.2% hits;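 active means activation above the mean of all tested compounds plus 3 SD, set per screening run, cut at about 8.8% in these data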;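 further: cells exposed to compound for 20 h before luminescence read; 0% = DMSO alone and 100% = MG132 at 30 µM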
RBBP9 inh: human RBBP9 inhibitors, primary screen, biochemical, fluorescence polarization, FP-Rh probe, HTS; Serine hydrolase RBBP9 (Homo sapiens), O75884; recombinant RBBP9; inhibition, % at 7.94 µM; 220,000 compounds, 0.2% hits; AID 1515, 2009;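 active means inhibition above the campaign mean of all tested compounds plus 3 SD, cut at about 14% in these data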;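 further: plate controls were DMSO wells with RBBP9 for no effect and wells lacking RBBP9 protein for full effect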
Target sequence (O75884 whole entry, looked up): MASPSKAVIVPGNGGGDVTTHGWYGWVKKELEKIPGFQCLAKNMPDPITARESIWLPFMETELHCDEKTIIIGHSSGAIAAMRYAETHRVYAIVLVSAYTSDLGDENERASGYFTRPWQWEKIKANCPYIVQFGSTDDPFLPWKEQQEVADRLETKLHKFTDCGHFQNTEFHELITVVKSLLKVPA
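Test system: recombinant human RBBP9; Timing: 30 min then 45 min, 25 °C; Detection: fluorescence polarization; Control set: RBBP9 with DMSO as uninhibited control, no-protein wells as full inhibition; Compound dosing: one concentration, 7.94 µM nominal, 0.794% DMSO; Probe or stimulus: FP-Rh activity-based probe, 375 nM before mixing.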
BaF3 tox: parental Ba/F3 cell viability inhibition, counter-screen for JAK2V617F inhibitor project, murine pro-B, CellTiter-Glo luminescence; CellTiter-Glo ATP luminescence; inhibition, % at 5.6 µM; 220,000 compounds, 1.1% hits; AID 1486, 2009;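 active means inhibition above a per-campaign cutoff, the mean inhibition of all tested compounds plus 3 SD, cut at about 27% in these data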;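 further: 0% = DMSO wells and 100% = JAK Inhibitor I control wells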
TNF death inh: inhibitors of TNF-alpha triggered necroptosis, primary screen, cell-based, Jurkat FADD-/-, single concentration. activation (protection from cell death), % at 10 µM. 220,000 compounds, 0.068% hits. Jurkat FADD-/- TNF necroptosis rescue, ATP luminescence, 24 h; 0 = TNF only, 100 = no-TNF cells. AID 463075, 2010;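 active means activation, meaning protection from cell death, of at least 50% relative to plate controls; inactive means activation below 50%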;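 further: necroptosis triggered by 40 ng/mL TNF-alpha added together with compound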
TRPN1 ag: zebrafish TRPN1 channel agonists, primary screen, cell-based, HEK293, calcium fluorescence; transient receptor potential cation channel N1 (TRPN1/NompC), Danio rerio; HEK293 zebrafish TRPN1-YFP, Fluo-8 calcium fluorescence; 100% = response to 87 µM carbachol; activation, % at 3 µM; 220,000 compounds, 0.18% hits; AID 1424, 2008;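 active means activation above its plate's cutoff, the mean activation of test wells on that plate plus 3 SD, cut at about 19% in these data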;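 further: 0% = DMSO alone and 100% = 87 µM carbachol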
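Assay system: Zebrafish TRPN1-YFP in HEK293 cells | Incubation: Dye loading 1 h at 37 °C, then 30 min room temperature | Measured by: Kinetic Fluo-8 fluorescence, ex 470-495, em 515-575 nm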
CHOP inh: inhibitors of CHOP promoter induction, primary screen, cell-based, unfolded protein response, luciferase reporter | inhibition, % at 10 µM | AID 2732, 2010 | 220,000 compounds, 3.8% hits | CHO-K1 CHOP-promoter luciferase, tunicamycin-induced, 15-18 h;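 active means compounds that reduced the stress-induced luciferase reporter signal by more than about 70% of percent inhibition, limit read from the data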;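 further: 0% = tunicamycin plus vehicle and 100% = wells without tunicamycin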
Ba/F3 V617F tox: reduced viability of JAK2V617F-dependent Ba/F3 cells, primary screen, JAK2V617F inhibitor project, cell-based, Ba/F3 EpoR-JAK2V617F, luminescence. ATP luminescence. inhibition, % at 5.6 µM. 220,000 compounds, 1.1% hits;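 active means inhibition above the campaign mean plus 3 SD over all tested compounds, cut at about 24% in these data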;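 further: cytokine-independent growth of Ba/F3 cells driven by EpoR plus mutant JAK2; 0% = DMSO-treated cells and 100% = JAK inhibitor I control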
PPC-1+TRAIL kill: compounds killing PPC-1 cancer cells with TRAIL present, primary screen, TRAIL potentiator project, ATPLite luminescence, uHTS; 220,000 compounds, 0.41% hits; PPC-1 cells + TRAIL, ATPLite viability luminescence; cell killing (% activity), % at 4 µM;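 active means cell killing above 50% in the first pass at 4 µM, then a duplicate retest at 5 µM averaging 50% or more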;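 further: plate controls were cells with TRAIL plus DMSO for no effect and medium-only wells lacking cells for full effect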
TRPML3 ag: human TRPML3 channel agonists, primary screen, cell-based, HEK293 TRPML3-YFP, Fluo-8 calcium fluorescence, 3 µM. Mucolipin-3 (Homo sapiens), Q8TDD5. 100% = the carbachol control signal. activation, % at 3 µM. 220,000 compounds, 0.29% hits. AID 1448, 2008;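 active means activation above its plate's cutoff, the mean activation of the plate's test wells plus 3 SD, cut at about 12% in these data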;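 further: 0% = DMSO only wells and 100% = carbachol wells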
Target sequence (Q8TDD5 whole entry, looked up): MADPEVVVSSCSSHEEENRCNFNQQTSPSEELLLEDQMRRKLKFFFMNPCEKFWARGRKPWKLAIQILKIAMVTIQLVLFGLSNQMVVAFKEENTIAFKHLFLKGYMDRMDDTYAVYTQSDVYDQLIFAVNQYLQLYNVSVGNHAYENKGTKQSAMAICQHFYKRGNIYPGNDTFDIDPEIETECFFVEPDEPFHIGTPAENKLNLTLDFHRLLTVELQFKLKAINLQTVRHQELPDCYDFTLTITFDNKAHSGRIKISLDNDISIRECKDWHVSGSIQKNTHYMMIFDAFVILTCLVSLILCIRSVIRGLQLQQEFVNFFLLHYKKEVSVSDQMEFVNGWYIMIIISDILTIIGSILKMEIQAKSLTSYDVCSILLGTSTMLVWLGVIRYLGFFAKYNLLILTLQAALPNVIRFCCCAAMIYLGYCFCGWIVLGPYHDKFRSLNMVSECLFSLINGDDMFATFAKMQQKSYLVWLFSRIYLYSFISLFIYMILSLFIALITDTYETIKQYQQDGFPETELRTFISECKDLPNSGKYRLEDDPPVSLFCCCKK
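Test system: TRPML3-YFP stable HEK293 cells. Doses: single point at 3 µM. Incubation: dye loading 1 h 37 °C then 30 min ambient, 125 s read. Signal: Fluo-8 calcium dye fluorescence, ex 470-495, em 515-575 nm. Measure: percent activation from peak-to-basal fluorescence ratio, scaled between DMSO and carbachol.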
* hit, by the source's call; x = no result given. Rows were taken by chance; any-hit rate near 6.8%.

Results follow in this order: Wee1 stabilizer | RBBP9 inh | BaF3 tox | TNF death inh | TRPN1 ag | CHOP inh | Ba/F3 V617F tox | PPC-1+TRAIL kill | TRPML3 ag
1) O=C(CSc1nnc(-c2cccs2)n1Cc1ccccc1)N1CCc2ccccc2C1
 : 9.0* | -12 | 4 | 0.2 | -0.9 | 14 | 6 | 17 | -1.2
2) Cc1ccc(C2NC(=S)NC3=C2C(=O)CC(C)(C)C3)cc1 (centres undefined)
 : 0 | -9 | 7 | 18 | 1.1 | 7 | -2 | 13 | -0.5
3) CCC(=O)Nc1ccc2c(c1)ncn2-c1ccccc1C
 : 0 | -9 | 3 | 1.4 | 0.8 | -6 | 5 | -2 | 0.5
4) Cc1ccc(CNC(=O)C2c3ccccc3C(=O)N3CCc4ccccc4C23)o1 (centres undefined)
 : -1 | -1 | 1 | -7.0 | 0.7 | -2 | 1 | 14 | -0.2
5) O=C(NCc1ccccc1)C12CN(Cc3ccccc3)CC1C(c1cccc([N+](=O)[O-])c1)=NO2 (centres undefined)
 : -1 | -14 | 4 | 0.6 | 0.6 | 5 | -2 | 13 | 1.1
6) O=S(=O)(NC1CC1)c1ccc(S(=O)(=O)N(Cc2ccccn2)C2CC2)cc1
 : -2 | -6 | -1 | 1.6 | 2.0 | 8 | 1 | -4 | 0.6
7) CC(C)CN1C(=O)c2ccc(C(=O)Nc3ccccn3)cc2C1=O
 : 3 | -5 | 5 | -1.4 | 1.4 | 6 | 1 | -2 | -0.3
8) O=C(CCN1C(=O)c2ccccc2C1=O)Nc1ccncc1
 : 2 | 4 | 7 | 0.5 | 1.2 | 16 | -4 | 0 | 1.1
9) COC(=O)Cc1[nH]n(-c2nc3ccccc3s2)c(=O)c1C(C)=Nc1ccc(C)cc1
 : -1 | -3 | 5 | -1.7 | 1.0 | 107* | 0 | 37 | 0.4
10) CCn1c2ccccc2c2cc(NC(=O)c3cc(C)on3)ccc21
 : -2 | -1 | 2 | -2.7 | -1.5 | 7 | -1 | 14 | -0.2
11) COC(=O)c1ccc(N2C(=O)C3CC=CC(C)C3C2=O)cc1 (centres undefined)
 : 0 | -5 | 8 | 8.9 | 1.8 | -5 | -1 | 4 | 0.7
12) O=C(NCc1ccccc1)c1nc(-c2cccs2)no1
 : 2 | -1 | 10 | 0.4 | -0.9 | -19 | 4 | 9 | -0.9
13) O=C(COC(=O)Cc1ccc(S(=O)(=O)N2CCCCC2)s1)Nc1ccc2c(c1)OCO2
 : -2 | -3 | 7 | -1.3 | 1.8 | 3 | 2 | -3 | 1.3
14) Cn1nc(C(F)(F)F)c(C#N)c1N1CCN(c2ccccn2)CC1
 : -2 | 0 | 2 | 2.0 | 2.0 | 15 | -2 | 11 | 0.9
15) NC(=O)[C@H](Cc1cc2ccccc2s1)NC(=O)[C@@H]1CC2(CC(c3cccc(NC(=O)[C@@H]4CCC(=O)N4)c3)=NO2)CN1C(=O)c1ccccc1 (some centres undefined)
 : -4 | -9 | 2 | -0.8 | 0.7 | 7 | 1 | -3 | 0.2

Further results.
Results follow in this order: Wee1 stabilizer | RBBP9 inh | BaF3 tox | TNF death inh | TRPN1 ag | CHOP inh | Ba/F3 V617F tox | PPC-1+TRAIL kill | TRPML3 ag
16) CC(C)C[C@H](NC(=O)NCc1ccc(F)cc1)C(=O)O
 : 2 | 0 | 2 | 1.9 | 1.7 | -10 | -5 | 7 | 0.9
17) CCCOC(=O)C1=C(C)NC2=C(C(=O)CC(C)(C)C2)C1c1ccc(N(C)C)cc1 (centres undefined)
 : -1 | 1 | 11 | -1.2 | 1.4 | 40 | 1 | -5 | -0.1
18) O=C(COC(=O)c1cc(NS(=O)(=O)c2cccs2)ccc1O)Nc1ccccc1
 : -1 | -13 | -1 | 4.2 | 1.7 | 6 | 2 | 15 | -0.3
19) CC(=O)NC(CSC(CC(=O)c1ccco1)c1ccc(C)cc1)C(=O)O (centres undefined)
 : 0 | -5 | 6 | 1.6 | -1.5 | -25 | -1 | 12 | -0.1
20) Cc1ccc(C)c(N(C(=O)CS(=O)CC(=O)Nc2ccc3c(c2)OCO3)C(C)C(=O)NC2CCCC2)c1 (centres undefined)
 : 0 | -2 | 2 | -3.2 | -1.6 | 20 | 0 | 16 | 0.2
21) COc1ccc(N2CCN(C(=O)CNC(=O)c3cn(-c4ccccc4OC)c(=O)c4ccccc34)CC2)cc1
 : 1 | 2 | 1 | 2.5 | -1.1 | 14 | -3 | 0 | 0.2
22) CS(=O)(=O)N1CCC(C(=O)Nc2cccc(Cl)c2)CC1
 : -2 | 0 | 4 | 2.3 | 1.6 | 34 | -1 | 19 | 0.8
23) Cc1nc2ccccc2c(=O)n1NC(=O)Cc1ccccc1
 : 0 | 1 | 1 | 0.2 | 0.1 | x | -1 | x | 1.0
24) O=C(Nc1ccccc1C(=O)NC(Cc1c[nH]c2ccccc12)C(=O)O)c1ccco1 (centres undefined)
 : 5 | -10 | -1 | -0.8 | 0.3 | 12 | 1 | -1 | -0.1
25) CC(C)(C)OC(=O)N1CC(O)CC1C(=O)OCC(=O)c1ccccc1 (centres undefined)
 : -2 | -4 | -1 | -0.4 | 0.6 | -16 | -2 | -4 | 0.7
26) Cc1ccc(-c2nnn(CC(=O)N(Cc3ccc(F)cc3)C(C(=O)NC3CCCC3)c3ccncc3)n2)o1 (centres undefined)
 : -1 | 0 | 3 | -1.9 | -1.0 | 26 | -1 | 18 | -0.5
27) Cc1cc(C)cc(N2CCCn3c2nc2c3c(=O)n(CCN3CCOCC3)c(=O)n2C)c1
 : 2 | -7 | 6 | -1.9 | -2.7 | 50 | -2 | 0 | -0.6
28) CC1CC2=C(C(=O)O1)C(C)Nc1ccccc1N2 (centres undefined)
 : 2 | -5 | 7 | 1.8 | 1.2 | 11 | 2 | 8 | 1.1
29) Cc1nc2ccccc2c(=O)n1NC(=O)/C=C/c1ccccc1Cl
 : 3 | -2 | 5 | 0.7 | 2.0 | 25 | -2 | 18 | 0.2
30) CC(C)(C)NC(=O)CN(Cc1cccs1)C(=O)c1csnn1
 : 0 | 1 | 3 | -1.1 | 0.3 | 6 | -4 | 6 | 0.4

Entries by screen from the list:
Ba/F3 V617F tox for entries 6–17: 1, 1, -4, 0, -1, -1, 4, 2, -2, 1, -5, 1

The results go on.
Results follow in this order: Wee1 stabilizer | RBBP9 inh | BaF3 tox | TNF death inh | TRPN1 ag | CHOP inh | Ba/F3 V617F tox | PPC-1+TRAIL kill | TRPML3 ag
31) Cc1[nH]n(-c2ccccc2)c(=O)c1C=Nc1cccc2cccnc12
 : 2 | -1 | 5 | -5.7 | -1.3 | -28 | -1 | 14 | -0.1
32) O=C1/C(=C/c2cccnc2)SC(=S)N1C1CCS(=O)(=O)C1 (centres undefined)
 : 1 | -13 | -2 | -9.1 | -0.7 | 44 | -6 | 7 | 0.6
33) Cc1c(C(=O)OCCOC(C)C)[nH]c2c1C(=O)CC(c1ccco1)C2 (centres undefined)
 : 0 | -1 | 86* | -16 | 0.0 | x | 81* | 15 | -0.5
34) Clc1ccccc1Sc1ccc(-c2ccccn2)s1
 : -4 | -3 | 1 | 1.3 | 1.0 | 4 | 0 | -7 | 0.5
35) O=C(c1cccnc1)C1CCCN(Cc2nc(Cc3ccccc3)no2)C1 (centres undefined)
 : 3 | -3 | -2 | 1.0 | -0.1 | 2 | -4 | 11 | 0.9
36) O=C(COC(=O)CCCSc1nc2ccccc2[nH]1)Nc1cccc(F)c1
 : -3 | -6 | 0 | 1.6 | -0.7 | 19 | -3 | 11 | -0.4
37) CCOC(=O)c1c2ccc(OCC(=O)N/N=C/c3ccccc3C(F)(F)F)cc2n2ccccc12
 : -1 | -7 | 1 | 1.2 | 0.8 | 96* | 0 | -8 | 0.5
38) N#CCC(CNc1ncc(C(F)(F)F)cc1Cl)OC(=O)c1ccc(Cl)cc1 (centres undefined)
 : 1 | -6 | 8 | 2.8 | -0.7 | 46 | 2 | 5 | 0.1
39) CCn1c(=NC(=O)c2ccc(N3C(=O)CCC3=O)cc2)sc2c(OC)ccc(OC)c21
 : -1 | -5 | 1 | -0.3 | -0.4 | 4 | -5 | 7 | -0.6
40) O=C(CSc1cn(CC(=O)N2CCCCCC2)c2ccccc12)NCC1CCCO1 (centres undefined)
 : 1 | 2 | 5 | 1.1 | -0.3 | 27 | 1 | -4 | 0.5
41) Cc1cccc(NC(=O)c2sc(NC(=O)c3ccco3)c(C#N)c2C)c1C
 : 1 | -12 | 7 | 0.1 | 0.3 | 27 | 2 | -8 | 0.5
42) CC1CCCCC12NC(=O)N(CC(=O)Nc1ccccc1N1CCOCC1)C2=O (centres undefined)
 : -2 | -7 | 2 | 0.0 | 1.3 | 9 | 4 | 24 | 0.4
43) CCOC(=O)c1c(-c2cccs2)csc1NC(=O)CN1CC(C)OC(C)C1 (centres undefined)
 : 0 | -5 | 4 | -0.2 | -0.4 | 84* | 0 | 2 | -0.2

Structures listed so far that have a cyano group, in the order listed:
Results follow in this order: Wee1 stabilizer | RBBP9 inh | BaF3 tox | TNF death inh | TRPN1 ag | CHOP inh | Ba/F3 V617F tox | PPC-1+TRAIL kill | TRPML3 ag
14) Cn1nc(C(F)(F)F)c(C#N)c1N1CCN(c2ccccn2)CC1
 : -2 | 0 | 2 | 2.0 | 2.0 | 15 | -2 | 11 | 0.9
38) N#CCC(CNc1ncc(C(F)(F)F)cc1Cl)OC(=O)c1ccc(Cl)cc1 (centres undefined)
 : 1 | -6 | 8 | 2.8 | -0.7 | 46 | 2 | 5 | 0.1
41) Cc1cccc(NC(=O)c2sc(NC(=O)c3ccco3)c(C#N)c2C)c1C
 : 1 | -12 | 7 | 0.1 | 0.3 | 27 | 2 | -8 | 0.5

In the list so far, these contain an aryl methoxy group:
Results follow in this order: Wee1 stabilizer | RBBP9 inh | BaF3 tox | TNF death inh | TRPN1 ag | CHOP inh | Ba/F3 V617F tox | PPC-1+TRAIL kill | TRPML3 ag
21) COc1ccc(N2CCN(C(=O)CNC(=O)c3cn(-c4ccccc4OC)c(=O)c4ccccc34)CC2)cc1
 : 1 | 2 | 1 | 2.5 | -1.1 | 14 | -3 | 0 | 0.2
39) CCn1c(=NC(=O)c2ccc(N3C(=O)CCC3=O)cc2)sc2c(OC)ccc(OC)c21
 : -1 | -5 | 1 | -0.3 | -0.4 | 4 | -5 | 7 | -0.6
